Screens from PubChem.
BLM helicase inh: inhibitors of human Bloom syndrome helicase BLM; 0.2% of 350,000 active; P54132; recombinant BLM DNA unwinding, fluorescence dequenching; Potency, µM (highest dose often 56.1 µM), for inactives: at the top dose activity change, negative = inhibition, usual class: inhibitors;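 note: plate controls were vehicle for no effect and no enzyme for full effect; nearly all actives have a fitted effect of over 35% in size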
Tb PGK inh: blocks T. brucei phosphoglycerate kinase; P07378; PGK/GAPDH coupled, Kinase-Glo luminescence, 60 min; Potency, µM (series often up to 57.5 µM), for the others: at the top dose activity change, negative = inhibition, hits mostly inhibitors; 0.043% of 380,000 active; AID 602233; note: % is set by controls: 0 for no effect and ±100 for the full control effect; nearly all actives have a fitted effect of over 60% in size
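Luminescent ATP detection (Kinase-Glo Plus) follows a 60-minute room-temperature incubation, with wells lacking PGK as controls. Buffer: 100 mM TEA (pH 7.6), 5 mM MgCl2, 0.01% Tween-20. Coupling enzyme GAPDH (100 nM final) supplies unstable 1,3-BPG in-well.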
GLS inh: glutaminase GLS (human) inhibition. Potency, µM (doses to about 45.5 µM), without a hit: at the highest dose activity change, negative = inhibition, usual class: inhibitors. 0.21% of 410,000 active. AID 624170. GLS enzymatic activity, qHTS titration; note: % is set by controls: 0 for no effect and ±100 for the full control effect
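Assay buffer: 45 mM KH2PO4 pH 8.2, 0.02% Tween-20. hKGA acts on L-glutamine (1 mM solution added); product glutamate is reported by an oxidase/peroxidase Amplex Red coupling, with fluorescence taken at baseline and 30 min.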
Pin1 inhibitor: human Pin1 inhibition; 0.009% of 390,000 active; AID 504891; Potency, µM (doses to about 115 µM), for inactives: at the highest dose activity, negative = inhibition, actives largely listed as inhibitors; Pin1 FP peptide displacement, HiFluor488, 10 min; Q13526; active = well fitted inhibition curve with a large enough effect in the polarisation, with a control signal flat, not every such curve was filed as active; inconclusive = small, poorly fitted or top-dose-only effect, or effect the other way, or a change in a side signal; inactive = no such curve, though single readings can be large or run the other way; the % refers to the polarisation; note: % is set by controls: 0 for no effect and ±100 for the full control effect
Pol iota inh: DNA polymerase iota (human) inhibition; Pol iota fluorescent replication assay, 10 min; Potency, µM (series often up to 115 µM), without a hit: at the top dose activity, negative = inhibition, most hits filed as inhibitors; 1% of 390,000 active
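Pol iota at 10 nM preincubated 15 min with compounds at room temperature; reaction started with fluorescent substrate, 50 nM final. Fluorescence read kinetically at 0 and 10 min; buffer-only wells as negative control.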
HP1b chromo inh: inhibitors of HP1-beta chromodomain binding to methylated histone tails. Potency, µM (highest dose often 114 µM), inactives show at the top dose activity change, negative = inhibition, actives largely listed as inhibitors. 0.56% of 390,000 active. P83916. AID 540317. AlphaScreen HP1-beta / biotin-H3K9me3 peptide binding; note: nearly all actives have a fitted effect of over 70% in size; inactives centre near 23
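Compound inhibition of the preformed complex between 50 nM HP1-beta and 50 nM biotinylated H3K9me3 peptide was read by AlphaScreen. Buffer was PBS pH 7.4 with 0.01% Tween-20. Incubations ran 30 min at room temperature, with 10 ug/mL donor/acceptor beads.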
JMJD2A Tudor: JMJD2A Tudor domain (human) inhibition. AlphaScreen JMJD2A-Tudor / H3K4me3 peptide binding. Potency, µM (highest dose often 114 µM), for inactives: at the top dose activity change, negative = inhibition, actives largely listed as inhibitors. O75164. 4.4% of 390,000 active. AID 504339; note: % is set by controls: 0 for no effect and ±100 for the full control effect; nearly all actives have a fitted effect of over 50% in size
BAZ2B block: inhibitors of human BAZ2B bromodomain; Potency, µM (top dose mostly 114 µM), inactives show at the top dose activity change, negative = inhibition, most hits filed as inhibitors; 4.4% of 360,000 active; AlphaScreen BAZ2B-H3K14Ac peptide displacement; Q9UIF8; note: % is set by controls: 0 for no effect and ±100 for the full control effect; nearly all actives have a fitted effect of over 60% in size
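BAZ2B 50 nM plus b-H3(5-23)K14Ac 50 nM, PBS pH 7.4/0.01% Tween-20, 30 min RT; compound added (max 110 uM), 30 min RT; streptavidin donor/Ni-chelate acceptor beads 10 ug/mL final, 20 min dark; AlphaScreen read.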
G9a inh: inhibitors of human histone lysine methyltransferase G9a | Q96KQ7 | G9a H3K9 monomethylation, AlphaScreen, 2 h | Potency, µM (top dose mostly 102 µM), for the others: top-dose activity, negative = inhibition, usual class: inhibitors | 8.8% of 350,000 active | AID 504332; note: % is set by controls: 0 for no effect and ±100 for the full control effect; nearly all actives have a fitted effect of over 75% in size
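G9a (20 nM) preincubated 15 min RT with compounds, then 500 nM biotinylated H3K9 peptide and 20 uM SAM added; 2 h RT reaction. Monomethyl-H3K9 product detected by AlphaScreen with anti-H3K9me1 antibody, streptavidin donor and anti-rabbit IgG acceptor beads.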
An asterisk follows results filed as active; i = inactive; ? = inconclusive; · = no result given; [ ] = another dose, or the depositor's remark. Unless noted, calls come from the whole dose curve; as a rule, active = well fitted curve in the direction sought with a large enough effect; inconclusive = small, poorly fitted or top-dose-only effect, or another doubt; inactive = no such curve, though single readings can be large; an effect the other way counts as inactive or inconclusive. Potency is the fitted concentration of half-maximal effect. Not all compounds are listed (hit frequency here may not be typical).

SMILES	BLM helicase inh	Tb PGK inh	GLS inh	Pin1 inhibitor	Pol iota inh	HP1b chromo inh	JMJD2A Tudor	BAZ2B block	G9a inh
Cc1ccccc1OCC(O)Cn1c(=N)n(Cc2ccccc2)c2ccccc21 (stereo unspecified)	4%	i	12%	4%	-3%	14%	-20%	-19%	-22%
CCN(CC)c1ccc([N+](=O)[O-])cc1/C=N/NC(=O)CC#N	-3%	0%	27%	-2%	14%	?	-23%	-9%	-3%[59 µM]
CSc1nn(CC(=O)Nc2ccc(C)cc2C)c(N)c1S(=O)(=O)c1ccc(Cl)cc1	-13%	-2%	-7%	18%	5%	15%	-25%	-2%	3%[59 µM]
COC(=O)C1CCN(C(=O)COC(=O)COc2ccc(C#N)cc2)CC1	1%	-4%	-2%	1%	-9%	25%	-2%	-2%	0%
CN(CC(=O)Nc1ccc(Cl)cc1)C(=O)c1ccc(COc2ccccc2)cc1	·	0%	-11%	26%	3%	28%	-3%	1%	19%[59 µM]
N#Cc1ccc(C(=O)OCC(=O)N2CCCC2)cc1	0%	-6%	5%	-8%	-9%	12%	-7%	3%	45µM*
CCc1ccccc1NC(=O)c1oc(=O)c2ccccc2c1-c1ccccc1	-12%	-2%	2%	4%	13%	20%	-4%	-4%	10%[59 µM]
COc1ccc(-c2noc(C(=O)NCc3ccc(F)cc3)n2)cc1OC	2%	7%	3%	-3%	1%	44%	-1%	-14%	-1%
NC(=O)c1cc2cc(Br)ccc2o/c1=N/NC(=O)c1cccc(F)c1	3%	-9%	-2%	0%	-17%	22%	-2%	4%	-8%
O=C(C1=C[C@@H](c2coc3ccccc3c2=O)C[C@@H](OCc2ccc(CO)cc2)O1)N1CCOCC1	0%	2%	3%	-7%	44%[activator]	43%[activator]	-11%	2%	-13%[59 µM]
CCCCC1C2C(=O)N(c3ccc(C)cc3)C(=O)C2ON1c1ccccc1 (stereo unspecified)	-3%	-8%	2%	21%	-13%	62%[activator]	2%	2%	·
O=C(OCC(=O)N1CCOCC1)c1cc2ccccc2oc1=O	·	0%	1%	-1%	25%	29%	-2%	5%	30%[activator][12.7 µM]
CC1=CC(C)C(COC(=O)CN2CCCCC2)C(C)C1 (stereo unspecified)	2%	7%	-1%	-7%	-5%[58.9 µM]	24%	-3%	3%	·
COc1ccc(CCNC(=O)c2ccc(Cl)c(S(=O)(=O)N(C)c3ccccc3)c2)cc1	0%	-5%	-11%	11%	92%[activator]	23%	3%	5%	-6%[59 µM]
O=C(O)C1CCCCC1C(=O)NCc1ccc2c(c1)OCO2 (stereo unspecified)	-1%	-8%	-6%	3%	2%	34%	-1%	4%	2%
N#Cc1ccc(Oc2ncccn2)cc1	·	i	-16%	0%	32%[activator]	20%	-5%	·	·
O=C(Cc1cccc([N+](=O)[O-])c1)Nc1ccc(C(=O)N2CCCCC2)cc1	·	-7%	5%	-4%	23%	34%	-21%	·	·
COC(=O)Cn1c(SCc2ccccc2)nc2ccccc21	-3%	-6%	-16%	-2%	-5%	19%	13%[11.4 µM]	9%	33%
CCOC(=O)c1c(NC(=O)CN2C(=O)CN(C)C2=O)sc(C)c1C	-2%	2%	8%	1%	34%[activator]	7%	-7%	·	-35%
CCOC(=O)CN1CC23C=CC(O2)C(C(=O)Nc2cc(OC)ccc2OC)C3C1=O (stereo unspecified)	-4%	-10%	1%	0%	67%[activator]	50%[activator]	-4%	22%	1%[59 µM]

Rewritten as comma-separated lines: entries from further up
structure,BLM helicase inh,Tb PGK inh,GLS inh,Pin1 inhibitor,Pol iota inh,HP1b chromo inh,JMJD2A Tudor,BAZ2B block,G9a inh
COc1ccc(CCNC(=O)c2ccc(Cl)c(S(=O)(=O)N(C)c3ccccc3)c2)cc1,0%,-5%,-11%,11%,92%[activator],23%,3%,5%,-6%[59 µM]
O=C(O)C1CCCCC1C(=O)NCc1ccc2c(c1)OCO2 (stereo unspecified),-1%,-8%,-6%,3%,2%,34%,-1%,4%,2%
N#Cc1ccc(Oc2ncccn2)cc1,·,i,-16%,0%,32%[activator],20%,-5%,·,·

4 entries picked at random from the list so far:
SMILES	BLM helicase inh	Tb PGK inh	GLS inh	Pin1 inhibitor	Pol iota inh	HP1b chromo inh	JMJD2A Tudor	BAZ2B block	G9a inh
COc1ccc(-c2noc(C(=O)NCc3ccc(F)cc3)n2)cc1OC	2%	7%	3%	-3%	1%	44%	-1%	-14%	-1%
O=C(O)C1CCCCC1C(=O)NCc1ccc2c(c1)OCO2 (stereo unspecified)	-1%	-8%	-6%	3%	2%	34%	-1%	4%	2%
N#Cc1ccc(C(=O)OCC(=O)N2CCCC2)cc1	0%	-6%	5%	-8%	-9%	12%	-7%	3%	45µM*
CCc1ccccc1NC(=O)c1oc(=O)c2ccccc2c1-c1ccccc1	-12%	-2%	2%	4%	13%	20%	-4%	-4%	10%[59 µM]

More entries follow.
SMILES	BLM helicase inh	Tb PGK inh	GLS inh	Pin1 inhibitor	Pol iota inh	HP1b chromo inh	JMJD2A Tudor	BAZ2B block	G9a inh
CCOc1ccc(-n2ccnc2SCC(=O)Nc2nnc(C)s2)cc1	1%	i	0%	1%	-5%	1%	25%[11.4 µM]	2%	-2%
COC(=O)c1cc(NS(=O)(=O)c2ccc(N3CCOCC3)c(NC(C)=O)c2)cc(C(=O)OC)c1	0%	-7%	12%	1%	106%[activator]	17%	-8%	-1%	-5%[59 µM]
CC(=O)N/C(=C\c1ccccc1)C(=O)OCC(=O)c1c(N)n(C)c(=O)n(C)c1=O	·	5%	9%	-4%	156%[activator]	24%	3%	·	·
CCOC(=O)CCn1cc(F)c(=O)n(Cc2ccccc2)c1=O	-3%	-2%	-1%	1%	?	7%	-16%	2%	-30%[12.7 µM]
Cc1ccc(N2CCN(C3=NC(=O)C(Cc4ccccc4)S3)CC2)cc1 (stereo unspecified)	2%	i	-22%	-7%	-1%	5%	-25%	-11%	-12%[59 µM]
Cc1ccc(N=C2SC(C(=O)Nc3ccc(OC(F)(F)F)cc3)C(N)=C2C(=O)Nc2c(C)cc(C)cc2C)cc1 (stereo unspecified)	-20%	4%	-12%	?	108%[activator]	-11%	-33%	-34%	?
O=[N+]([O-])c1cccc(COc2cccc(CN3CCOCC3)c2)c1	·	-11%	5%	3%	-27%	5%	-36%	·	·
Cn1cc(C(=O)NCc2ccccc2Cl)c(=O)c2cc(S(=O)(=O)N3CCCCCC3)ccc21	-14%	-16%	-7%	2%	22%	38%	1%	·	-1%[59 µM]
CCOC(=O)c1cccc(NC(=O)CN2CCN(c3ccc(OC)cc3)CC2)c1	-4%	-1%	-1%	-5%	-1%	-24%	?	?	56µM*
O=C1CNCc2[nH]c3ccccc3c2N1c1ccccc1	1%	-4%	1%	?	-8%	6%	-35%	-1%	?
COC(=O)CSc1nc2sc3c(c2c(=O)n1-c1ccc(OC)cc1)CCN(C)C3	2%	-6%	-20%	4%	7%	-6%	-25%	-7%	12%
COc1ccccc1NC(=O)Cn1nnc(C(=O)Nc2ccccc2Br)c1N	-2%	-4%	4%	50%[activator]	?	24%	-19%	8%[57.1 µM]	5%[59 µM]
COc1cc(NC(=O)CN2CCCN(Cc3cccc(F)c3)S2(=O)=O)cc(OC)c1	-5%	-9%	-7%	0%	8%	52%[activator]	-16%	0%	0%[59 µM]
CN(C)c1ccc(C(c2ccc(N(C)C)cc2)C(O)c2ccccc2)cc1 (stereo unspecified)	·	-9%	38%[activator]	-3%	-9%	?	22µM*	·	·
COc1ccc(C/C(N)=N/n2cnnc2)cc1	0%	-3%	0%	10%	37%[activator]	17%	-6%	8%	-2%
Cc1cccc(NS(=O)(=O)c2cc3c(cc2C)N(C)CCO3)c1	0%	2%	5%	-10%	15%	23%	-6%	-36%	16%
O=C(c1ccc(-c2ccccc2Cl)o1)N1CCC1	·	-9%	8%	4%	34%[activator]	13%	-11%	2%	?
COC(=O)c1coc(-c2ccc(OC)cc2)c1C(=O)OC	-4%	9%	8%	-5%	31%[activator]	20%	-6%	8%	9%[12.7 µM]
CC(C)(C)OC(=O)COc1cc(O)c2c(=O)cc(-c3ccccc3)oc2c1	2%	6%	1%	7%	-2%	46%[activator]	-35%	-1%	-13%
COc1ccc(OC)c(NC(=O)CSC2=NCCS2)c1	-2%	-10%	5%	-3%	-4%	57%[activator]	-21%	-7%	10%[59 µM]
COc1ccc(/C=C(\CC(=O)O)c2nc3ccccc3s2)cc1O	-1%	-6%	?	-1%	67%[activator]	21%	-23%	-12%	11%
COc1ccc(C2/C=C\CN(Cc3ccco3)C(C)C(=O)N2Cc2ccc(F)cc2)cc1 (stereo unspecified)	-10%	·	·	26%	11%	13%	-26%	·	·

As entered above.
CCOC(=O)c1cccc(NC(=O)CN2CCN(c3ccc(OC)cc3)CC2)c1 in GLS inh reads -1%
COc1ccc(C2/C=C\CN(Cc3ccco3)C(C)C(=O)N2Cc2ccc(F)cc2)cc1 (stereo unspecified) in JMJD2A Tudor reads -26%
CCOC(=O)CN1CC23C=CC(O2)C(C(=O)Nc2cc(OC)ccc2OC)C3C1=O (stereo unspecified) in BAZ2B block reads 22%
Cc1ccccc1OCC(O)Cn1c(=N)n(Cc2ccccc2)c2ccccc21 (stereo unspecified) in G9a inh reads -22%
O=[N+]([O-])c1cccc(COc2cccc(CN3CCOCC3)c2)c1 in HP1b chromo inh reads 5%
